KB-V1 cytotox = kills drug-selected multidrug resistant KB-V1 cells; 400,000 compounds, 3.4% hits; KB-V1 MDR cells viability, CellTiter-Glo, 72 h; Potency, µM (top dose mostly 46.1 µM), for inactives: at the top dose activity change, negative = cytotoxicity, hits mostly cytotoxic; further: potency means the concentration at half of the fitted maximal effect; on the % scale 0 is the no-effect control and ±100 the full control effect; nearly all actives have a fitted effect of over 60% in size
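Cells of the MDR subline KB-V1 are plated, dosed with compound at multiple concentrations, and incubated 72 h at 37 degrees C; CellTiter-Glo is then added and luminescence read after 10 min.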
HT1080NT lethal = kills 2HG-producing HT-1080-NT fibrosarcoma cells. HT-1080-NT fibrosarcoma viability, CellTiter-Glo ATP luminescence, 48 h. Potency, µM (titrated, usually from 46.1 µM), for the others: at the top dose activity, negative = less viability, most hits filed as cytotoxic. 360,000 compounds, 1.6% hits;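 further: NT is the 2HG producing partner of a matched IDH1 knockdown line; potency means the concentration at half of the fitted maximal effect; 0% = DMSO-treated cells and -100% = media-only wells without cells; nearly all actives have a fitted effect of over 55% in size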
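Viability by CellTiter-Glo luminescence after 48 h compound exposure at 37C of HT-1080-NT cells (750/well, RPMI, 5% FBS). % activity scaled between DMSO wells and medium-only wells, then curve-fitted and categorized by curve class.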
DRD3 antagonist = blocks the human D3 dopamine receptor | P35462 | D3R cells, DiscoveRx beta-arrestin luminescence, antagonist mode; active compounds read low | max response, negative = inhibition, % | 360,000 compounds, 2.5% hits; in the data active means max response below about -50%; inconclusive means no clear call, values can overlap the other calls; further: on the % scale 0 is the no-effect control and ±100 the full control effect; mostly tested at two doses, the higher about 12 µM
Target sequence (P35462 whole entry, looked up): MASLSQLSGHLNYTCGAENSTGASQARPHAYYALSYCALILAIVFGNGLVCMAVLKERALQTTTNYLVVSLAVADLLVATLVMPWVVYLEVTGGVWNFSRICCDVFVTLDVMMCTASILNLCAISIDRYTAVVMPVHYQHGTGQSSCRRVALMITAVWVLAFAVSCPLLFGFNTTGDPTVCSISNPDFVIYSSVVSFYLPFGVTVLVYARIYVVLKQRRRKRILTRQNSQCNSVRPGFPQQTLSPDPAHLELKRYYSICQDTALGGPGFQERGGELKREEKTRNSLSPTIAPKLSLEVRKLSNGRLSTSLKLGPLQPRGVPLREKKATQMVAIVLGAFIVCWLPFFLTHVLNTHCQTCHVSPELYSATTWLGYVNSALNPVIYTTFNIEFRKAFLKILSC
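Cells plated overnight at 1500 cells/well, then exposed to library compounds with dopamine controls for 90 minutes at 37 degrees C. DiscoveRx reagent added for 30–60 minutes at room temperature; luminescence read, quantitative HTS format.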
D3 ag = D3 dopamine receptor (human) agonism; P35462; D3R DiscoveRx beta-arrestin cells, luminescence, 90 min; max activation, %; 410,000 compounds, 0.58% hits; AID 652048; in the data active means max activation above about 30%; further: 0% is about no effect; mostly tested at two doses, the higher about 12 µM
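Cells at 1500/well, incubated overnight, then treated with pinned compounds (dopamine as control) for 90 min at 37 degrees C. DiscoveRx reagent added for 30 - 60 minutes at room temperature; luminescence read.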
SW480 rerep = inducers of DNA re-replication in SW480 colon cancer cells; SW480 DNA re-replication, Hoechst DNA content imaging, 48 h; AID 624297; 340,000 compounds, 1.8% hits; Potency, µM (titrated, usually from 46.1 µM), without a hit: at the highest dose re-replication activation, most hits filed as activators; further: potency means the concentration at half of the fitted maximal effect; % of control where 0% means no effect; nearly all actives have a fitted effect of over 55% in size
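250 cells/well; 23 nL cpd via pin tool; 48 hr, 37 C, 5% CO2; Hoechst 40 min; imager read of total nuclear intensity, ex 405/em 500-530 nm.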
IL1B secr inh = blocks inflammasome-driven IL-1 beta release. THP-1 LPS/ATP IL-1B secretion, AlphaLISA, 16 h; active compounds read low. activity change, % at 57.5 µM. 360,000 compounds, 4.7% hits. AID 743279; in the data active means activity change below about -50%; inconclusive means mostly about -30% to -49%; further: on the % scale 0 is the no-effect control and ±100 the full control effect
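Secreted IL-1B measured by AlphaLISA bead assay after 16 h compound exposure of THP-1 cells; compounds (final up to 57.5 uM) added 1 h before LPS (250 ng/mL) and ATP (1.25 mM) stimulation; lower signal means less secretion.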
GLP-1R agonist = activates the human GLP-1 receptor; P43220; HEK293 GLP-1R CRE-luciferase, luminescence, 4-6 h; cells express a hypersensitive GLP-1R form; Potency, µM (doses to about 45.6 µM), for inactives: top-dose activation, hits mostly activators; 380,000 compounds, 0.007% hits; AID 624172; further: potency means the concentration at half of the fitted maximal effect; % of control where 0% means no effect
Target sequence (P43220 whole entry, looked up): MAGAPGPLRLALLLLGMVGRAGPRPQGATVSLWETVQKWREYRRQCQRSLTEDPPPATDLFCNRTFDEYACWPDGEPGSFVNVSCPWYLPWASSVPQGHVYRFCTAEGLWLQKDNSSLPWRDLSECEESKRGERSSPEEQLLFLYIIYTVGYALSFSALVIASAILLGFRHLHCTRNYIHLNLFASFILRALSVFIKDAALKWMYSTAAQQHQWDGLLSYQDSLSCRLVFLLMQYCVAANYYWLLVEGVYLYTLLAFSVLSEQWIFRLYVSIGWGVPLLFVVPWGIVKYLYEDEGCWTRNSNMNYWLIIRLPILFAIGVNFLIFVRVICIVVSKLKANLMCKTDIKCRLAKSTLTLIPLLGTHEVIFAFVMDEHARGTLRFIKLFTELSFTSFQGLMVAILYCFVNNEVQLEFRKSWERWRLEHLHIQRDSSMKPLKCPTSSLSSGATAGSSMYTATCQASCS
HT1080 IDH1KD tx = HT-1080 IDH1 knockdown cell toxicity (counter line) | HT-1080 IDH1 knockdown viability, ATP luminescence, 48 h | Potency, µM (doses to about 46.1 µM), for the others: at the top dose activity, negative = toxicity, hits mostly cytotoxic | 360,000 compounds, 2% hits | AID 686971;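 further: potency means the concentration at half of the fitted maximal effect; 0% = DMSO wells and -100% = cell-free medium wells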
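After a 2 h attachment period, IDH1KD HT-1080 cells took pin-transferred compound for 48 h at 37 °C; ATP-based luminescence after 10 min room-temperature reagent incubation reported viability.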
KB-3-1 cytotox = KB-3-1 parental cell cytotoxicity | KB-3-1 viability, CellTiter-Glo ATP luminescence, 72 h | Potency, µM (top dose mostly 46.1 µM), for the others: at the highest dose activity change, negative = cytotoxic, hits mostly cytotoxic | 400,000 compounds, 1.4% hits | AID 1347075; further: potency means the concentration at half of the fitted maximal effect; on the % scale 0 is the no-effect control and ±100 the full control effect; nearly all actives have a fitted effect of over 60% in size
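Here the drug-naive KB-3-1 line serves as comparator for MDR sub-line selectivity; cells received compound titrations, 72 h at 37 °C, then CellTiter-Glo readout.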
Active calls of the source: *; u = inconclusive; x = no result given; & = joins results of further samples; ! = repeats disagree; [ ] = remark or other dose. Unless noted, the call rests on the fitted dose curve; in most records, active means well fitted curve in the direction sought with a large enough effect; inconclusive means small, poorly fitted or top-dose-only effect, or another doubt; inactive means no such curve, though single readings can be large; an effect the other way counts as inactive or inconclusive.

SMILES	KB-V1 cytotox	HT1080NT lethal	DRD3 antagonist	D3 ag	SW480 rerep	IL1B secr inh	GLP-1R agonist	HT1080 IDH1KD tx	KB-3-1 cytotox
Cc1ccc(OCc2ccc(C(=O)Nc3c(C)nn(Cc4c(F)c(F)c(F)c(F)c4F)c3C)o2)c([N+](=O)[O-])c1	-27%	u	12	-10	1%	u	15%	u	u
CCOC(=O)C1=C(O)/C(=C\c2ccc(OC)c(OC)c2)N=C1C	13%	1%	-15	-1	-2%	10	-2%	17%	2%
O=C(Nc1ccc(S(=O)(=O)NCC2CCCO2)cc1)c1ccc(F)cc1 (stereo not drawn)	u	-4%	2	2	0%	12	10%	-17%	u
CC(=O)c1cccc(S(=O)(=O)Nc2cc(C(F)(F)F)ccc2N2CCOCC2)c1	0%	-7%	-18	-1	-12%	0	-3%	-3%	-12%
COc1cccc(NC(=O)c2oc3ccccc3c2NC(=O)C(C)(C)C)c1	-2%	-10%	40	26	u	-23	0%	u	8%
Cc1ccc(NC(=O)CN2CCOCC2)c(Br)c1	u	-7%	-7	-4	0%	-2	-5%	3%	11%
Clc1cccc(-c2nc(NCc3cccnc3)c3ccccc3n2)c1	15µM*	u	26	-5	15%	-58*	5%	u	-3%
Cc1cccc(NC(=S)NCc2ccco2)n1	12%	-18%	18	6	5%	31	5%	-17%	12%
Cc1nc2cc(C)c(C)cc2s1	-2%	17%	-9	-3	1%	-5	-1%	14%	13%
COc1ccc(/C=C(/NC(=O)c2cccs2)C(=O)N2CCOCC2)cc1OC	-18%	4%	0	3	-7%	9	0%	11%	14%
CC1C(c2ccccc2)=Nn2c(=O)n(-c3ccccc3)c(=O)n21 (stereo not drawn)	u	-2%	-12	-3	x	41	-3%	3%	0%
C=CCn1c(NCCOC)nc2c1c(=O)n(C)c(=O)n2C	9%	5%	2	5	-10%	19	0%	4%	1%
NC(=O)c1c(NC(=O)COC(=O)CSc2nnc(-c3ccc(Cl)cc3)o2)sc2c1CCC2	5%	16%	4	2	-9%	-1	-5%	5%	14%
CCOc1ccc(-c2oc3cc(Cl)ccc3c(=O)c2O)cc1OC	u	x	x	-1	x	x	-1%	x	-30%
CC(=O)c1cccc(-c2ccnc3c2CC(C(=O)Nc2cccc(OC(F)(F)F)c2)O3)c1 (stereo not drawn)	-13%	u	6	8	x	-6	17%	16µM*	0%
O=C(c1ccc2c(=O)n(Cc3ccc4c(c3)OCO4)c(=O)[nH]c2c1)N1CCN(c2ccccc2)CC1	21%	9%	14	5	-9%	0	-4%	26%	-3%
C=CCN=C1SCC(=O)N1S(=O)(=O)c1ccc(C)cc1	-11%	3%	6	4	-4%	17	-1%	2%	8%
COc1ccccc1C(=O)N/N=C/c1ccc2c(c1)OCO2	4%	18%	-6	-3	-8%	-1	8%	15%	4%
COc1ccc(Cl)cc1NC(=O)COC(=O)CCNC(C)=O	-12%	-2%	3	5	-1%[9.22 µM]	1	1%	2%	-7%
CCOc1ccccc1NC(=O)CCNS(=O)(=O)c1ccccc1	0%	-1%	-15	-2	1%	-1	11%	12%	13%
O=C(CN1CCN(S(=O)(=O)c2ccccc2)CC1)Nc1ccc(N2CCOCC2)cc1	-10%	-7%	0	-2	0%	0	-3%	-4%	-7%
Cc1cc(C(=O)COC(=O)c2cccnc2Cl)c(C)n1CC1CCCO1 (stereo not drawn)	-4%	4%	-6	17	-21%	25	-10%	0%	15%
CSc1ncccc1C(=O)OCC(=O)NC(=O)NCCC(C)C	-1%	15%	3	-2	-8%	15	7%	2%	19%
CCN(CC)C(=O)CSc1nc(Cc2ccccc2)nc2ccccc12	2%	-2%	14	2	-13%	-22	30%	-9%	14%

Copied from above, 10 compounds:
SMILES	KB-V1 cytotox	HT1080NT lethal	DRD3 antagonist	D3 ag	SW480 rerep	IL1B secr inh	GLP-1R agonist	HT1080 IDH1KD tx	KB-3-1 cytotox
Cc1ccc(OCc2ccc(C(=O)Nc3c(C)nn(Cc4c(F)c(F)c(F)c(F)c4F)c3C)o2)c([N+](=O)[O-])c1	-27%	u	12	-10	1%	u	15%	u	u
CCOC(=O)C1=C(O)/C(=C\c2ccc(OC)c(OC)c2)N=C1C	13%	1%	-15	-1	-2%	10	-2%	17%	2%
O=C(Nc1ccc(S(=O)(=O)NCC2CCCO2)cc1)c1ccc(F)cc1 (stereo not drawn)	u	-4%	2	2	0%	12	10%	-17%	u
CC(=O)c1cccc(S(=O)(=O)Nc2cc(C(F)(F)F)ccc2N2CCOCC2)c1	0%	-7%	-18	-1	-12%	0	-3%	-3%	-12%
COc1cccc(NC(=O)c2oc3ccccc3c2NC(=O)C(C)(C)C)c1	-2%	-10%	40	26	u	-23	0%	u	8%
Cc1ccc(NC(=O)CN2CCOCC2)c(Br)c1	u	-7%	-7	-4	0%	-2	-5%	3%	11%
Clc1cccc(-c2nc(NCc3cccnc3)c3ccccc3n2)c1	15µM*	u	26	-5	15%	-58*	5%	u	-3%
Cc1cccc(NC(=S)NCc2ccco2)n1	12%	-18%	18	6	5%	31	5%	-17%	12%
Cc1nc2cc(C)c(C)cc2s1	-2%	17%	-9	-3	1%	-5	-1%	14%	13%
COc1ccc(/C=C(/NC(=O)c2cccs2)C(=O)N2CCOCC2)cc1OC	-18%	4%	0	3	-7%	9	0%	11%	14%

Other entries:
SMILES	KB-V1 cytotox	HT1080NT lethal	DRD3 antagonist	D3 ag	SW480 rerep	IL1B secr inh	GLP-1R agonist	HT1080 IDH1KD tx	KB-3-1 cytotox
CCn1cc(C(=O)NCC2CCCO2)c2cc(OC)c(OC)cc2c1=O (stereo not drawn)	3%	-2%	13	3	-4%	28	-5%	7%	u
CCCCOc1ccc(C(=O)Nc2ccc3c(c2)OCO3)cc1	-12%	-9%	1	6	-26%	-14	17%	u	-13%
Cc1cccc(Cn2c(Cc3ccccc3)nc3ccccc32)c1	21µM*!	0%	36	7&2	0%	-9	15%	11%	12%&-21%
Cc1noc(NS(=O)(=O)c2ccc(N/C=C/C(=O)c3ccc(F)cc3)cc2)c1C	u	12%	0	2	2%	22	-4%	10%	2%
CCCCN1C(=O)CC(C(=O)O)C1c1ccc(OC)cc1 (stereo not drawn)	0%	0%	7	4	-35%	16	-6%	5%	-11%
Cc1cccc(NC(=O)c2ccc(-n3cccn3)c([N+](=O)[O-])c2)c1	-11%	15%	-18	-10	-2%[9.22 µM]	u	7%	0%	-2%
Cc1cc(C)nc(N/N=C2/CCSc3ccc(F)cc32)n1	-26%	1%	2	-8	-8%	6	15%	12%	1%
Fc1ccc(N2CCN(c3ncnc4[nH]ncc34)CC2)cc1	7%	x	x	-7	x	x	-2%	x	-8%
COc1ccc(CN2CCNC(=O)C2CC(=O)N(C)Cc2nonc2C)c(F)c1 (stereo not drawn)	x	6%	10	0	-3%	1	0%	9%	x
O=C1[C@@H]2CSC(c3ccc(Cl)cc3)N2C(=O)N1c1ccccc1 (stereo partly drawn)	-2%	x	x	4	x	x	0%	x	-4%
COc1ccc(C2=NOC(C(=O)NCc3cccs3)C2)cc1OC (stereo not drawn)	5.2µM*	u	11	0	5.2µM*	47	13%	6.5µM*	4.6µM*
COc1ccccc1N1CCN(C(=O)c2cc(=O)c3cc(C)ccc3o2)CC1	-19%	u	1	-4	21%	16	-5%	u	13µM*
Cc1ccc(C2Cc3cc(O)c(O)cc3CN2)cc1 (stereo not drawn)	-8%	u	-15	24	-130%	13	16%	u	-2%
CCn1cc(C(=O)NCCC2=CCCCC2)c(=O)c2cc(S(=O)(=O)N(C)C)ccc21	1%	12%	-24	1	-6%	u	7%	11%	16%
CCOC(=O)Cn1c(=O)cc(C)c2cccc(C)c21	-9%	-6%	10	21	-8%	24	3%	3%	-2%
COc1ccc(CNC(=O)CC[C@H]2O[C@@H](n3ccc(=O)[nH]c3=O)[C@H](O)[C@@H]2O)cc1	14%	21%	13	9	x	11	-2%	15%	0%
Cc1ccc(SCC(=O)NN2C(=O)c3ccccc3C2=O)cc1	0%	18%	8	1	-19%	13	-2%	26%	2%
CCCCCc1ccc(-c2cn(Cc3ccc(C)cc3)nn2)cc1	-2%&-2%	18%	-3	6	-1%	3	-4%	7%	u
CCOC(=O)C1CCCN(Cc2sccc2C)C1 (stereo not drawn)	5%	10%	u	-8	-4%	-13	6%	14%	0%
O=C(CSCc1ccccc1Cl)N1CCN(c2ccccn2)CC1	u	-5%	-6	-2	-8%	-2	18%	-2%	-18%
COC(=O)[C@H](CC(C)C)NC(=O)Nc1ccccc1F	24%	5%	-6	7	1%	13	2%	6%	-3%
N#Cc1nc(-c2ccccc2F)oc1N1CCCC1	-10%	9%[9.24 µM]	-10	2	-7%	9	6%	0%	-19%
Cc1ccccc1NC(=O)CON=C(N)c1ccccc1	21%	5%[9.24 µM]	5	2	-1%	u	12%	6%	-2%
CC(C)c1ccc(OCC(=O)Nc2cccc(C(=O)Nc3ccccc3C(=O)O)c2)cc1	-4%	-13%	u	6	-6%	-4	0%	-10%	2%
CCN(CC)c1ccc(C(=S)NC2CCCCC2)cc1	u	-5%	-14	-7	u	-63*	14%	-17%	u
NC(=O)C1CCN(C(=O)c2ccc(Cl)c(S(=O)(=O)N3CCc4ccccc43)c2)CC1	u	-1%	17	1	x	15	2%	-1%	-7%

Source: PubChem BioAssay

Rows are unselected; 12% or so of the library scored in one or more.
